# Compound activity deposited in PubChem BioAssay by several laboratories.
# PKA-R2B activ: PKA-R2B complex activation; AID 504700; P22694+P31323; PKA-R2B holoenzyme dissociation, Cy5-IP20 fluorescence polarization; R2B truncated from residue 108, S112A mutant; 0% DMSO only, 100% 113 µM cGMP; activation, % at 11.4 µM; hit rate 0.079% among 340,000;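 active means activation above a cutoff set at the mean over all compounds plus 3 SD, cut at about 18% in these data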;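 further: higher means more holoenzyme dissociation and a rise in polarization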
# Target sequence (P31323 whole entry, looked up, other chains not shown, the tested form may be a part): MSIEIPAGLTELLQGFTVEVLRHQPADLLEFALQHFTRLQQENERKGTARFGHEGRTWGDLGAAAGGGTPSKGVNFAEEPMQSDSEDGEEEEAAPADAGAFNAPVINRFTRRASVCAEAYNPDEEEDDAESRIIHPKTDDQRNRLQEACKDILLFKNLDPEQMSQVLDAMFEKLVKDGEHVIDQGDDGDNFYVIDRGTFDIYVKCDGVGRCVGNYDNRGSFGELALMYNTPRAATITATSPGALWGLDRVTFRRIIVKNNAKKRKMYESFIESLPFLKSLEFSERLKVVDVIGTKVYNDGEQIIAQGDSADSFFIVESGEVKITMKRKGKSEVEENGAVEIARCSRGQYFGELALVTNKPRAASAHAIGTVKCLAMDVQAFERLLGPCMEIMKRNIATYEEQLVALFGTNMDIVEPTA
# AddAB inh: less growth of phage-infected E. coli with AddAB; E. coli expressing H. pylori AddAB, absorbance growth; AID 435030; inhibition, % at 11.9 µM; hit rate 0.29% among 330,000; in the data active means inhibition above about 12%;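 further: 0% = vehicle wells of infected cells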
# PKA-R1A act: PKA-R1A complex activation. hit rate 0.083% among 340,000. activation, % at 11.4 µM. AID 504707. PKA-R1A dissociation, Cy5-IP20 fluorescence polarization; scaled: DMSO 0%, 113 µM cGMP 100%. P00514+P68181;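 active means percent activation above the mean of all tested compounds plus 3 SD, cut at about 19% in these data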;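 further: higher means more PKAc released from R1A so a rise in polarization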
# phage Ecoli inh: E. coli growth loss with phage present; inhibition, % at 11.9 µM; growth absorbance; hit rate 0.26% among 360,000; in the data active means inhibition above about 11%
# HTR5A ag: activates human HTR5A in OPRM1-OPRD1 agonist counter-screen | HTR5A agonist assay, luminescence, cell-based | AID 504692 | hit rate 0.61% among 340,000 | P47898 | activation, % at 9.3 µM; in the data active means activation mostly above about 9.5%, no sharp cut-off; inactive means mostly below about 7.6%;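 further: 0% = cells with vehicle only and 100% = reference agonist; strong numbers were not always called active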
# CDK5 p35 inh: inhibitors of human CDK5/p35 kinase | inhibition, % at 10 µM | hit rate 0.01% among 330,000 | Recombinant CDK5/p35, ADP-Glo luminescence, 60 min;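 active means highest replicate inhibition of at least 50% and at least 75% of replicates reaching 50%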;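 further: plate controls were DMSO neutral control for no effect and GW8510 at 10 µM for full effect; many of its hits are not listed in these tables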
# Tat export inh: E. coli Tat transport inhibition. E. coli MC4100 TorA-mCherry Tat export, fluorescence. inhibition, % at 10 µM. hit rate 0.036% among 340,000;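 active means mean replicate inhibition at least 50% and at least half of replicates individually reaching 50%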;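 further: exported cargo escapes ClpAP degradation while cytoplasmic cargo is degraded and loses fluorescence; 0% = median of neutral control wells and 100% = median of NaSCN control wells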
# DAGLB inhibitor: blocks human DAGLB lipase activity. Q8NCG7. HEK293T DAGLB membrane lysate, EnzChek fluorogenic substrate. inhibition, % at 5.17 µM. hit rate 0.059% among 340,000. AID 504411; in the data active means inhibition above about 34%;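 further: 0% = enzyme with vehicle and 100% = wells lacking enzyme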
# Target sequence (Q8NCG7 whole entry, looked up): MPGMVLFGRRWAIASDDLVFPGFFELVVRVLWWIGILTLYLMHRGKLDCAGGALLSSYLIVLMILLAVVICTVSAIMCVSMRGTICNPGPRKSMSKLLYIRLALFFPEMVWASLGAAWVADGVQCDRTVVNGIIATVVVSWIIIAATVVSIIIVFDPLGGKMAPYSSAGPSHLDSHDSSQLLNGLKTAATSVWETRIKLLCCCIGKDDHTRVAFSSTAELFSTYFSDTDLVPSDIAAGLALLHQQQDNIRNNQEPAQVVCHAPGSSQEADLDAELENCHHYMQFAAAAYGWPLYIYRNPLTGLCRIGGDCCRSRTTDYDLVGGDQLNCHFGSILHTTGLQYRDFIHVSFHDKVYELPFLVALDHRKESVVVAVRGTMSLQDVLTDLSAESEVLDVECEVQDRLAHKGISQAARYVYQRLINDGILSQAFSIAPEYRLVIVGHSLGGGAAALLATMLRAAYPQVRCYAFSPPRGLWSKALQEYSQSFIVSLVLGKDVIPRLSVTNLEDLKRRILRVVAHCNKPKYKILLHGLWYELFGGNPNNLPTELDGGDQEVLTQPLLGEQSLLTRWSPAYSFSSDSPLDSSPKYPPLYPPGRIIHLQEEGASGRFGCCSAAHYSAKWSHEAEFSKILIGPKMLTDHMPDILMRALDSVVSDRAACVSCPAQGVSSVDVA
# HTR5A inv ag: counter-screen for OPRM1-OPRD1 inverse agonists: human HTR5A inverse agonism. HTR5A cell line, luminescence. P47898. inhibition, % at 9.3 µM. AID 504634. hit rate 0.083% among 340,000; in the data active means inhibition mostly above about 23%, no sharp cut-off; inactive means mostly below about 18%;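 further: 0% = cells with DMSO and 100% = no-cell wells with DMSO; some compounds called inactive have numbers as strong as hits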
# SUMO Mot1 rescue: inhibitors of SUMOylation pathway: yeast Mot1-301 growth rescue. growth rescue, % at 18.8 µM. hit rate 1% among 320,000. S. cerevisiae Mot1-301 growth rescue, ATP luminescence, 38.5C; percent above DMSO median, 100 means doubled;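 active means every valid replicate shows activation above 250% relative to neutral control wells; inactive means the rest, any valid replicate at or below 250%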;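 further: OY570 slx delta 5 strain wells were the positive control but not used for scaling; some compounds called inactive have numbers as strong as hits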
# E coli growth: bacterial growth inhibition, counter-screen for AddAB inhibitors. E. coli V3065 growth, OD600 absorbance, 18 h. inhibition, % at 11.9 µM. hit rate 0.27% among 330,000. AID 449728;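 active means inhibition above the campaign's mean inhibition across all tested compounds plus 3 SD, cut at about 9.9% in these data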;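 further: uninfected addAB+ strain grown without phage in ampicillin broth; 0% = DMSO wells and 100% = ciprofloxacin 0.95 µg/ml wells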
# An asterisk follows results filed as active; x = not tested or not shown.
Compound	phage Ecoli inh	DAGLB inhibitor	Tat export inh	CDK5 p35 inh	AddAB inh	PKA-R2B activ	PKA-R1A act	SUMO Mot1 rescue	E coli growth	HTR5A ag	HTR5A inv ag
CSc1nnc(SCC2=NNC(=O)SC2)s1	5.4	-1	-6	0.0	1.1	-3	-2	7	2.8	-6	-11
O=C(COC(=O)c1ccccc1S(=O)(=O)N1CCCCC1)NCC(F)(F)F	-0.6	3	-5	0.3	0.8	-17	-5	-14	-0.2	-2	-9
CCOc1ccc(NC(=S)NCc2ccc3[nH]c(C)cc3c2)cc1	5.5	6	-9	0.0	-1.9	-7	-12	12	0.8	-1	2
CC1(C)CC(N=C2C([N+](=O)[O-])=CC=C3C2=NC2(CCCCC2)N3O)CC(C)(C)N1	2.8	-2	-5	1.8	1.5	-6	9	-25	-0.1	-3	13
Cc1cccc(N(Cc2cc3ccccc3[nH]c2=O)C(=O)c2ccco2)c1C	-0.5	1	1	-2.1	1.4	4	3	x	3.1	-1	3
O=C1CNC(=O)N1c1ccc(Cl)cc1	-8.2	0	-3	-0.5	0.6	-2	-4	6	2.2	0	0
CC(C)(C)CC(=O)NCCc1csc(-c2ccccc2)n1	1.4	1	1	2.1	0.3	-18	-11	20	-0.7	-4	-11
COc1ccc(/C=C(\NC(=O)c2cccs2)C(=O)NN)cc1OC	-0.6	-3	-12	-1.2	x	-1	-10	-3	x	-4	14
CCc1ccccc1NS(=O)(=O)c1ccc2c(c1)C(C)(C)C(=O)N2C	3.3	-1	-8	2.0	3.2	-1	-1	x	-1.2	8	-23
Cc1c(NC(=O)OCCNC(=O)Nc2ccccc2)sc(=S)n1C	2.9	-1	-4	1.7	-1.6	8	2	213	1.7	-4	-30
O=C(NC(=O)N1CCCc2ccccc21)c1ccccc1	0.1	-1	4	1.0	0.2	1	-7	-10	-1.4	-1	-8
Cc1cc(NC(=O)CSc2nc3c(c(=O)n2-c2ccc(Br)cc2)SCC3)no1	3.1	3	-3	-0.4	-1.0	-2	-4	16	-0.4	1	11
C=CC[C@@H](CC(=O)N[C@@H](CO)Cc1ccccc1)C(=O)N[C@H](COC(=O)[C@@H](CC=C)CC(=O)OC(C)(C)C)Cc1ccccc1	-2.0	0	4	1.6	1.7	8	-5	-5	-1.4	-1	3
CCCCC(CC)CNC(=O)C1CCCN(S(=O)(=O)c2cnc[nH]2)C1 (stereo not drawn)	3.5	1	-3	1.1	2.3	8	0	-14	-2.0	3	-8
COc1ccc(NC(=O)CN(c2ccc(C(C)C)cc2)S(=O)(=O)c2c(C)noc2C)cc1OC	0.5	1	1	1.6	1.9	-5	-1	367*	-2.1	2	-5
Cc1nc2sccn2c(=O)c1Br	-0.2	2	5	2.9	2.7	-15	-3	-20	0.9	-5	21
COc1cc2oc(-c3ccc(O)cc3)cc(=O)c2c(OC)c1O	0.7	1	2	4.5	x	-1	-3	-11	x	2	-10
CCn1c(SCC(=O)Nc2ccccc2Br)nnc1-c1cnccn1	1.0	1	-2	1.2	3.7	7	7	81	3.7	1	-11
COCCN1C(=O)/C(=C/c2cc3c(cc2Br)OCO3)NC1=S	5.1	-1	9	-3.1	5.2	-15	2	603*	0.5	-3	0
Cc1cc(C2=NNC(=NC3CC3)SC2)c(C)n1-c1c(C)n(C)n(-c2ccccc2)c1=O	3.2	2	4	1.0	1.3	-3	4	-1	-1.7	-2	22
O=C(CCN1C(=O)c2ccccc2C1=O)N1CCC(c2ccccc2)C1 (stereo not drawn)	2.7	-2	2	0.0	0.2	12	8	2	-2.4	1	12
O=C(OCC(CO)OC(CO)n1ccc(=O)[nH]c1=O)c1ccccc1 (stereo not drawn)	2.2	-1	4	-1.0	-5.1	-6	6	-4	-3.5	2	-8
O=C(CSc1nc2cc(Cl)ccc2o1)c1cccs1	3.8	-12	3	-0.9	3.3	-2	2	-8	1.1	2	3
CCc1c(C)sc(NC(=O)c2cccs2)c1C#N	2.0	-1	-1	-1.5	2.1	-1	-12	12	0.0	-4	9
COC(=O)c1cc(S(=O)(=O)NCC2CCN(Cc3cc(C)ccc3C)CC2)c[nH]1	1.1	1	-1	2.1	3.0	4	-7	-6	-0.3	-2	7
CCOC(=O)COc1cccc2c(=O)n(CC(=O)NCc3ccc(F)cc3)ccc12	3.6	1	-1	-0.6	1.8	-1	-10	217	-0.7	6	16
O=C(Cc1ccc(Br)cc1)NCCN1CCOCC1	0.7	-2	-3	-2.5	-0.3	2	4	42	2.1	-3	9
CS(=O)(=O)N(Cc1ccccc1)c1ccccc1C(=O)O	0.6	-2	-8	-2.3	1.6	5	-3	-8	3.0	-1	-9
Cc1ccc(CNC(=O)CS(=O)Cc2nc(-c3cccs3)oc2C)cc1 (stereo not drawn)	0.6	0	-5	2.0	0.7	3	0	-4	-0.6	17	-53
Cc1ccc(S(=O)(=O)N2CCN(Cc3ccco3)CC2)c(C)c1	2.1	-5	-4	-0.5	4.2	-3	-2	-12	2.6	3	-12
O=C(c1ccccc1)N1CCCC(C(=O)N2CCCCC2)C1 (stereo not drawn)	2.5	1	-7	-1.9	2.8	7	-17	5	-1.8	-2	3
O=C(Nc1ccc(Br)cc1F)C1CCCN(S(=O)(=O)c2cnc[nH]2)C1 (stereo not drawn)	1.1	1	-11	0.6	2.0	-2	-6	387	0.3	3	-10
COC(=O)c1cc(C(=O)c2ccc(Cl)cc2)n2c(=O)/c(=C\N(C)C)sc12	-0.8	1	-3	0.6	0.6	-7	2	0	0.9	4	-10
C=CC[C@@H](CC(=O)NCCO)C(=O)N[C@@H](COC(=O)[C@@H](CC=C)Cc1ccc(F)cc1)Cc1ccccc1	-1.6	-6	3	3.8	0.8	-4	-4	x	-1.7	2	-27
Cc1ccc(NC(=O)CN2C(=O)C3C4C=CC(C4)C3C2=O)cc1 (stereo not drawn)	0.9	-3	-6	0.0	-0.5	-12	-4	2	-0.8	-2	5
CCOC(=O)c1nn(-c2ccccc2C)c2nc(-c3ccc(Cl)cc3)c(C#N)c(=O)n12	1.1	-7	0	0.5	-0.2	-5	-4	234	0.7	-4	-8
CCC1=NN(C(=O)c2ccc(Br)cc2)C(O)(c2ccc(C)cc2)C1 (stereo not drawn)	2.4	0	-6	1.2	5.3	-2	6	81	1.0	-2	15
O=C(/C=C/c1ccccc1)NCCN1CCOCC1	-0.1	-3	1	-1.5	0.0	0	-3	-15	-0.5	-5	12
COc1ccc(C(=O)NCCCn2ccnc2)cc1	3.7	-3	-2	0.5	-0.5	-7	1	1	-1.1	-1	-5
O=C1CCCc2nn(-c3ccccc3)c(-c3ccncc3)c21	1.6	-6	-5	-3.5	1.4	-2	1	-2	2.0	2	-5
Cc1cc(NC(=O)CSc2nnc(-c3ccccc3)o2)no1	0.1	-1	0	-0.1	2.6	6	6	11	-7.7	0	-1
O=C(Cn1ncc(Cl)c(Cl)c1=O)N1CCOCC1	3.7	x	-3	-0.2	-1.5	x	x	-23	0.9	x	x
Cc1ccccc1OCCCC(=O)Nc1ccc(N2CCOCC2)cc1	-1.9	2	-5	0.9	-0.1	-5	-11	-11	-0.2	12	-30
CCOc1ccc(-c2nc(CSCC(=O)NCCCN3CCCC3=O)c(C)o2)cc1	0.9	0	-2	0.1	1.2	0	7	-1	-1.8	-2	13
O=C(NNC(=O)C1CCN(S(=O)(=O)c2ccc(Cl)cc2)CC1)c1ccccc1	2.0	0	3	0.0	-1.8	-1	1	-5	0.9	1	13
O=C(CSc1ccc2ccccc2n1)NCCCN1CCCC1=O	1.6	-1	-15	-0.4	0.8	6	-1	-18	2.4	-1	-6
O=C(CN1CCOCC1)Nc1nc(-c2ccccc2Cl)cs1	2.0	0	-8	0.7	-1.4	5	1	11	-3.5	0	1
Nc1nnc(SCCCC(=O)c2ccccc2)s1	4.8	-3	-5	2.7	0.4	-4	-6	9	1.1	2	-6

# Record cards, as listed above.
# O=C1CCCc2nn(-c3ccccc3)c(-c3ccncc3)c21 across the screens: phage Ecoli inh: 1.6; DAGLB inhibitor: -6; Tat export inh: -5; CDK5 p35 inh: -3.5; AddAB inh: 1.4; PKA-R2B activ: -2; PKA-R1A act: 1; SUMO Mot1 rescue: -2; E coli growth: 2.0; HTR5A ag: 2; HTR5A inv ag: -5
# O=C(CN1CCOCC1)Nc1nc(-c2ccccc2Cl)cs1 across the screens: phage Ecoli inh: 2.0; DAGLB inhibitor: 0; Tat export inh: -8; CDK5 p35 inh: 0.7; AddAB inh: -1.4; PKA-R2B activ: 5; PKA-R1A act: 1; SUMO Mot1 rescue: 11; E coli growth: -3.5; HTR5A ag: 0; HTR5A inv ag: 1

# Next part:
Compound	phage Ecoli inh	DAGLB inhibitor	Tat export inh	CDK5 p35 inh	AddAB inh	PKA-R2B activ	PKA-R1A act	SUMO Mot1 rescue	E coli growth	HTR5A ag	HTR5A inv ag
CCN1CCCC1CNC(=O)Cn1nc(C)n2c(cc3cc(F)ccc32)c1=O (stereo not drawn)	1.6	0	0	-0.3	4.1	0	7	7	-1.4	1	-7
Cc1nc(-c2ccc(F)cc2)c(CC(=O)Nc2cccc(S(=O)(=O)N3CCOCC3)c2)s1	0.6	1	-5	-0.2	2.7	0	-5	-6	2.6	-1	3
COc1cccc(NC(=O)CN(C)C(=O)/C=C/c2cn(Cc3ccccc3)nc2-c2cccnc2)c1	-0.2	0	1	-1.0	-0.2	10	1	-18	0.7	-4	9
COC(=O)c1cc(S(=O)(=O)NCCN2CCOCC2)cn1C	1.1	-1	1	-1.4	2.4	8	-1	5	-1.5	-4	15
Cc1nn(C)cc1S(=O)(=O)Nc1ccc2c(c1)OCCO2	3.3	-2	-2	-0.2	-2.1	-9	4	-2	0.0	2	-4
Cc1ccc(C(=O)NC(=S)Nc2cccc3nsnc23)cc1	0.9	-4	-4	0.8	1.0	12	11	8	1.8	-7	17
O=[N+]([O-])c1cccc(COc2ccc(CN3CCCCC3)cc2)c1	3.9	2	5	0.9	x	-1	3	x	x	-1	4
O=C(CSc1ncccn1)N1CCCc2ccccc21	3.8	2	-3	1.0	1.7	8	0	5	4.4	6	10
CC(C)(C)n1ncc2c(=O)n(CC(=O)N3CCCC3)cnc21	2.4	1	0	0.7	3.7	0	4	-12	2.8	-1	2

# Some of the entries above in a different format:
# Below each SMILES: phage Ecoli inh, DAGLB inhibitor, Tat export inh, CDK5 p35 inh, AddAB inh, PKA-R2B activ, PKA-R1A act, SUMO Mot1 rescue, E coli growth, HTR5A ag, HTR5A inv ag
- Cc1ccc(NC(=O)CN2C(=O)C3C4C=CC(C4)C3C2=O)cc1 (stereo not drawn)
    0.9, -3, -6, 0.0, -0.5, -12, -4, 2, -0.8, -2, 5
- Nc1nnc(SCCCC(=O)c2ccccc2)s1
    4.8, -3, -5, 2.7, 0.4, -4, -6, 9, 1.1, 2, -6
